Fluorescein autfl = compound autofluorescence in fluorescein spectral region | 59,000 compounds, 0.91% hits | Compound autofluorescence, 480/540 nm, fluorescein-equivalent; stronger effect = higher value | max fluorescein-equivalent concentration, M; in the data active = max fluorescein-equivalent concentration above about 10 nM; inconclusive = between about 1.1 nM and that limit
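Normalized response (dye-equivalent concentration) derives from comparing each well's 540 nm emission, under 480 nm excitation, with plate-resident fluorescein standards. Compounds were held in 100 mM Tris, pH 8.0, for 15 min at room temperature.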
Texas Red fluor = compounds fluorescent in Texas Red spectral region | Compound fluorescence, Texas Red channel, 547/618 nm; stronger effect = higher value | max dye-equivalent concentration, M | 59,000 compounds, 0.06% hits | AID 587; in the data active = max dye-equivalent concentration above about 10 nM; inconclusive = between about 1.1 nM and that limit
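Compound titrations in 100 mM Tris pH 8.0 were incubated 15 min at room temperature and read at 547 nm excitation / 618 nm emission. Texas Red six-point standard curve on each plate converted fluorescence to dye-equivalent concentration.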
BRCT inh red = BRCT-phosphoprotein interaction inhibition (red fluorophore); Potency, µM (titrated, usually from 76.9 µM), inactives show top-dose activity change, negative = inhibition, actives largely listed as inhibitors; 75,000 compounds, 0.03% hits; BRCT-phosphopeptide binding, red fluorescence polarization; P38398; AID 892; note: % is set by controls: 0 for no effect and ±100 for the full control effect
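Fluorescence polarization: 100 nM His-tagged BRCA1 BRCT with 100 nM TAMRA-labelled phospho-BACH1 decapeptide, phosphate buffer pH 7.3 with 150 mM NaCl, DTT, 0.01% Tween 20; 12 min RT. Binding inhibition seen as FP decrease.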
BRCT PPI green = BRCA1 BRCT-phosphoprotein interaction inhibition; 75,000 compounds, 0.05% hits; P38398; BRCA1 BRCT-phosphopeptide binding, green fluorescence polarization; Potency, µM (top dose mostly 76.9 µM), inactives show top-dose activity change, negative = inhibition, actives largely listed as inhibitors;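 note: potency is the fitted concentration of half-maximal effect; plate controls were peptide without protein for full effect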
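Fluorescence polarization: His-tagged BRCT (~35 kDa BRCA1 C-terminus, 250 nM) bound to 100 nM fluorescein-labeled phosphorylated 10-aa BACH1 peptide, pH 7.3 phosphate buffer with DTT and Tween 20. Compounds incubated 12 min at room temperature; inhibition read as lowered polarization.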
4-MU autofl = 4-MU region autofluorescence | max dye-equivalent concentration, M | AID 589 | 59,000 compounds, 11% hits | compound autofluorescence, 340/450 nm, 4-MU equivalents; stronger effect = higher value; in the data active = max dye-equivalent concentration above about 10 nM; inconclusive = mostly about 1.1 nM to 9.6 nM
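Compounds in 100 mM Tris, pH 8.0, sat 15 min at room temperature before fluorescence was read at 340 nm excitation/450 nm emission; a per-plate six-point 4-MU standard curve converted signals to dye-equivalent concentration at each compound concentration.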
A350 autofl = A350 region autofluorescence; 59,000 compounds, 11% hits; max dye-equivalent concentration, M; Compound autofluorescence, 340/450 nm, Alexa 350 dye-equivalents; stronger effect = higher value; in the data active = max dye-equivalent concentration above about 10 nM; inconclusive = mostly about 1.1 nM to 9.6 nM
Rhodamine autofl = compound fluoresces in the rhodamine spectral region; AID 594; Rhodamine-region fluorescence, 547/598 nm, Tris buffer; stronger effect = higher value; max dye-equivalent concentration, M; 59,000 compounds, 0.05% hits; in the data active = max dye-equivalent concentration above about 11 nM; inconclusive = between about 1.1 nM and that limit
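Read-out is relative fluorescence at 547 nm excitation and 598 nm emission, expressed as dye-equivalent concentration using rhodamine standards on every plate. Each compound was profiled across a concentration series after 15 min in 100 mM Tris, pH 8.0.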
HEK293 cAMP ctrl = parental HEK293 cAMP activation (counter-screen); parental HEK293 CNG cAMP sensor, membrane potential fluorescence; 73,000 compounds, 2.5% hits; Potency, µM (titrated, usually from 57.1 µM), for inactives: at the top dose activation, actives largely listed as activators; note: potency is the fitted concentration of half-maximal effect; % of control where 0% means no effect; nearly all actives have a fitted effect of over 55% in size
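Parental HEK 293 cells stably expressing a modified CNG channel (no TSHR) report cAMP rise as membrane depolarization. Membrane potential dye with 100 uM RO 20-1724 was loaded for 60 min at room temperature, then compound added for 30 min; fluorescence read at 590 nm.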
USP2a inh = blocks human ubiquitin-specific protease USP2a; USP2a enzymatic assay, qHTS inhibition; O75604; Potency, µM (highest dose often 38.3 µM), for the others: at the top dose activity change, negative = inhibition, usual class: inhibitors; 60,000 compounds, 0.1% hits;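 note: potency is the fitted concentration of half-maximal effect; nearly all actives have a fitted effect of over 60% in size; plate controls were DMSO for no effect and NEM full inhibition control for full effect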
Target sequence (O75604 whole entry, looked up): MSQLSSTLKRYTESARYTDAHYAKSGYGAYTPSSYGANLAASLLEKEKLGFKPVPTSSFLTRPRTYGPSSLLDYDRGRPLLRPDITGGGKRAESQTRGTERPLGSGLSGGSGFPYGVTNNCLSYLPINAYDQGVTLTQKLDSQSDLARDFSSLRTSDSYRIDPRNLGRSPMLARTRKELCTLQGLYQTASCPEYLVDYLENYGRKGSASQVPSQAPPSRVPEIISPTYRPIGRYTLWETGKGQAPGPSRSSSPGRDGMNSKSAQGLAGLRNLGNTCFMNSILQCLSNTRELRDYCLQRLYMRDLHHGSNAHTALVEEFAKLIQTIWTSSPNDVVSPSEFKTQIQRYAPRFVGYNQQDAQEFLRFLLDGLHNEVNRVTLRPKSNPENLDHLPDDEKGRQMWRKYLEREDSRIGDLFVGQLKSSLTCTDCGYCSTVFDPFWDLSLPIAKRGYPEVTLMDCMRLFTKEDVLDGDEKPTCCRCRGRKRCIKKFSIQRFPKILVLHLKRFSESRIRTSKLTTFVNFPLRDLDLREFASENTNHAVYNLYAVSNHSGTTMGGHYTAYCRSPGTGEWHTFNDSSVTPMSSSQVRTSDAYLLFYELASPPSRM
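Inhibition is measured in a cell-free coupled assay with 20 nM USP2 core, 20 nM Ub-PLA2 and 20 uM NBD C6-HPC, 2.5 h incubation. Activity normalized to NEM control.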
Caspase-1 inhib = caspase-1 (human) inhibition, allosteric or competitive. Caspase-1 enzyme, Ac-WEHD-AFC fluorogenic rate. Potency, µM (doses to about 57.5 µM), for the others: top-dose activity change, negative = inhibition, hits mostly inhibitors. P29466. 75,000 compounds, 0.03% hits;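 note: potency is the fitted concentration of half-maximal effect; plate controls were vehicle for no effect and no substrate for full effect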
Target sequence (P29466 120-297 limits assumed): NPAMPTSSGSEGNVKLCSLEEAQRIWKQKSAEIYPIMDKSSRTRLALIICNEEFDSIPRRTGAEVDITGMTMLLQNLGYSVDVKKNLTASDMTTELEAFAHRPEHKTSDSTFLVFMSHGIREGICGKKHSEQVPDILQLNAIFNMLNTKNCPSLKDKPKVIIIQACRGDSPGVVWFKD
Target sequence (P29466 317-404 limits assumed): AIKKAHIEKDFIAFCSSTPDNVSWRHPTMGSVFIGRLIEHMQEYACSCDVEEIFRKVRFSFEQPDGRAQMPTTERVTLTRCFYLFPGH
Caspase-7 inhib = caspase-7 (human) inhibition, allosteric or competitive; P55210; recombinant caspase-7, Ac-DEVD-AFC fluorescence rate; Potency, µM (series often up to 57.5 µM), for inactives: at the highest dose activity change, negative = inhibition, actives largely listed as inhibitors; 75,000 compounds, 0.02% hits; AID 889; active = well fitted inhibition curve with a large enough effect in the main read-out, with a control signal flat, not every such curve was filed as active; inconclusive = small, poorly fitted or top-dose-only effect, or a change in a side signal; note: potency is the fitted concentration of half-maximal effect; % of control where 0% means no effect
* = called active by the depositor; i = inactive; ? = inconclusive; · = no result given; [ ] = dose if it differs, or a comment. Unless noted, calls come from the whole dose curve; as a rule, active = well fitted curve in the direction sought with a large enough effect; inconclusive = small, poorly fitted or top-dose-only effect, or another doubt; inactive = no such curve, though single readings can be large; an effect the other way counts as inactive or inconclusive. Not all compounds are listed; rates above refer to the full screens.

SMILES	Fluorescein autfl	Texas Red fluor	BRCT inh red	BRCT PPI green	4-MU autofl	A350 autofl	Rhodamine autofl	HEK293 cAMP ctrl	USP2a inh	Caspase-1 inhib	Caspase-7 inhib
CCc1cc(Br)ccc1N1C(=O)C2CC=CCC2C1=O (stereo unspecified)	·	·	-0.5%	-1.4%	·	·	·	7%[11.4 µM]	0%[7.66 µM]	0%	2%
COC(=O)[C@@H](NC(=O)c1cc(-c2ccccc2)nc2ccccc12)c1ccccc1	i	i	·	·	i	i	i	3.2µM*	·	·	·
CCOC(=O)OCC1OC(C#Cc2ccccc2)C=CC1Oc1cccc(N(C)C)c1 (stereo unspecified)	·	·	0.5%[15.4 µM]	1.5%[15.4 µM]	·	·	·	24%[11.4 µM]	·	0%[11.5 µM]	-3%[11.5 µM]
CCOc1ccccc1Nc1nc(N)nc(CSc2nccc(C)n2)n1	i	i	0.5%	-0.5%	i	i	i	?	20%	-1%	0%
Cc1ccc2c(c1)NC(=O)C(CC(=O)NCCCN1CCCCC1C)O2 (stereo unspecified)	·	·	-1.1%	-3.6%	·	·	·	0%	·	-5%	-4%
COC(=O)c1ccc(C(=O)OC)c(NC(=O)COC(=O)C23CC4CC(CC(O)(C4)C2)C3)c1	i	?	-0.9%	1.5%	i	i	i	21%	34%[activator]	0%	-2%
O=C(NCc1ccccn1)c1ccc(N2CCCC2=O)cc1	i	i	-0.1%	-0.7%	i	i	i	3%	-7%	0%	2%
COc1ccc(N=C(C)C2=C(O)COC2=O)cc1	·	·	1.4%	0.8%	·	·	·	2%	0%	-2%	0%
CC(C)C1O/C(=N/C(=O)Nc2ccc(Cl)c(Cl)c2)NC1=O (stereo unspecified)	i	i	-0.5%	-0.4%	i	i	i	5%	-2%	1%	-1%
Cc1ccc(Cn2ccc(NC(=O)c3cc(-c4ccc(Cl)cc4)on3)n2)cc1	?	i	0.7%	-1.6%	i	i	i	3%	5%	1%	0%
CCn1c(=O)cc(SCC(=O)N2CCN(C(=O)c3ccco3)CC2)c2ccccc21	?	?	-1.7%	0.5%	i	i	i	-2%	7%	1%	-2%
CCOC(=O)N1CCN(C(=O)CCSc2ccc(C)cc2)CC1	i	?	0.1%	2.3%	i	i	i	13%	5%	0%	-1%
COCCNc1cc(C)nc2c(-c3ccccc3OC)c(C)nn12	·	·	-0.5%	-1.5%	·	·	·	13%	·	-1%	2%
COC(=O)[C@@]1(Cc2ccc(F)cc2)[C@H]2c3cc(C(=O)N(C)C)n(Cc4ccc(C)o4)c3C[C@H]2CN1C(=O)c1ccccc1	·	·	-1.9%	-2.3%	·	·	·	3.2µM*	·	-4%	-4%
Cc1c(C(=O)N2CCc3ccccc32)oc2c1C(=O)CC(C)(C)C2	?	?	-1.0%	-2.4%	i	i	i	8%	-5%	1%	2%
CCCCP(=O)(CCCC)c1ccccc1C(=O)O	·	·	-1.0%	-2.0%	·	·	·	-4%[11.4 µM]	-5%[7.66 µM]	2%	0%
CCOc1ccccc1NC(=O)NC1CC2CCCC(C1)N2Cc1nnnn1CCc1ccccc1 (stereo unspecified)	i	?	-0.7%	-2.5%	i	i	i	-17%	21%	-4%	-2%
COc1cccc(-c2c(NC(=O)c3ccco3)n(-c3ccc(C)cc3)nc(C)c2=O)c1	i	i	2.0%	-3.6%	i	i	i	8%	6%	-1%	0%
Cc1ccc(S(=O)(=O)N(C)CCCC(=O)n2nc(C)cc2C)cc1	i	?	0.0%	0.1%	i	i	i	12%	4%	2%	0%
CN(C)CCCCl	·	·	1.1%	0.9%	·	·	·	14%	·	-3%	1%
COCCNC(=O)C(c1ccco1)N(C(=O)Cn1nnc2ccccc21)c1cc(C)ccc1C (stereo unspecified)	i	i	0.0%	0.3%	i	?	i	0%	7%	-1%	1%
COC(=O)c1ccccc1S(=O)(=O)NC(=O)c1ccccc1	i	i	-0.8%	-2.5%	i	i	i	-2%	-6%	1%	-3%
COc1ccccc1-c1coc2c(CN3CCN(C)CC3)c(O)ccc2c1=O	·	·	0.0%	2.6%	·	·	·	6%	-2%	-3%	-2%
CCOC(=O)OCC1OC(c2cc(C)cc(C)c2)C=CC1OC(=O)OCC (stereo unspecified)	·	·	0.5%[15.4 µM]	-1.3%[15.4 µM]	·	·	·	-2%[11.4 µM]	·	0%[11.5 µM]	-1%[11.5 µM]
Nc1nc(OCC(F)(F)F)cc(Oc2ccccc2F)n1	·	·	-1.7%	0.4%	·	·	·	11%[11.4 µM]	6%[7.66 µM]	0%	2%
Next section:
SMILES	Fluorescein autfl	Texas Red fluor	BRCT inh red	BRCT PPI green	4-MU autofl	A350 autofl	Rhodamine autofl	HEK293 cAMP ctrl	USP2a inh	Caspase-1 inhib	Caspase-7 inhib
Cc1ccc(S(=O)(=O)/N=C(\CN2CCOCC2)N2CCCC2)cc1	·	·	-0.4%	-1.0%	·	·	·	15%[11.4 µM]	1%[7.66 µM]	-1%	-1%
C=CCOC(=O)C1CC=CCC1C(=O)Oc1ccc(F)cc1F (stereo unspecified)	·	·	0.8%	-1.6%	·	·	·	29%	-2%	2%	-1%
Cc1ccc2c(c1)C1(C(=O)N2C)N2CC3(C)CN1CC(C)(C2)C3=O (stereo unspecified)	·	·	-0.1%	-1.6%	·	·	·	-3%	·	5%	-1%
FC(F)(F)c1ccc(-n2ccnc2)nc1	?	?	0.0%	-0.5%	i	i	i	-9%	5%	1%	0%
Cn1c2ccccc2c2nn(-c3ccccc3)c(=O)cc21	?	i	·	·	i	?	i	·	·	·	·
O=C(OCc1ccccc1)c1ccc(Br)o1	?	?	2.5%	2.2%	i	i	i	?	0%	-1%	-3%
CCOC(=O)C(C)Oc1nc(Oc2ccccc2)nc(N(C)C)n1 (stereo unspecified)	?	i	·	·	i	i	i	·	·	·	·
CC1CCCCN1CC(=O)Nc1sc2c(c1C#N)CCC2 (stereo unspecified)	?	i	-0.1%	-1.8%	i	i	i	4%	32%[activator]	-8%	-20%
O=C(CCSc1ccccc1)N1CCOCC1	i	i	-0.4%	0.3%	i	i	i	6%	56%[activator]	1%	3%
CCCCCOC(=O)c1ccc(NC(=O)c2ccco2)cc1	i	i	0.2%	2.1%	i	i	i	?	2%	-1%	1%
N=c1n(CCO)c2ccccc2n1CCOc1ccccc1	i	i	1.1%	-0.6%	i	i	i	27%	4%	0%	-1%
CCN1CCN(C(c2ccccc2F)c2nnnn2Cc2ccc3c(c2)OCO3)CC1 (stereo unspecified)	i	i	-0.3%	-0.5%	?	?	i	20%	5%	-2%	0%
COC(=O)Cc1[nH]nc2c1C(c1cccc(OC)c1OC)C(C#N)=C(N)O2 (stereo unspecified)	i	i	-0.8%	-0.9%	i	i	i	?	-14%	-1%	0%
O=C(Cc1cc(=O)[nH]c(=O)[nH]1)NCCN1CCOCC1	·	·	-1.5%	-1.4%	·	·	·	25%	·	-5%	-3%
CC1(C)CC(=O)C2=C(C1)OC(/N=C/N1CCOCC1)=C(C#N)C2c1ccccc1 (stereo unspecified)	i	i	0.5%	-0.4%	i	i	i	?	16%	4%	0%
CCOC(=O)CSc1nnc(-c2cccc(Cl)c2)n1CC	?	i	0.7%	-2.8%	i	?	i	5%	-13%	-1%	-1%
CC1(C)CC(n2c(=S)[nH]c3ccccc3c2=O)CCO1 (stereo unspecified)	i	i	0.1%	-1.2%	i	i	i	7%	2%	-1%	2%
O=C(O)C1C2C=CC(C2)C1C(=O)NCc1ccccn1 (stereo unspecified)	?	i	-0.4%	-1.0%	i	?	i	1%	-8%	-1%	-1%
O=C(NCCn1ccc2ccccc21)c1ccc(S(=O)(=O)N2CCCCC2)cc1	·	·	1.4%	-2.3%	·	·	·	5%	·	1%	2%
COc1ccccc1C(=O)Nc1ccccc1N1CCN(S(C)(=O)=O)CC1	i	?	0.1%	-1.8%	i	i	i	0%	22%	-1%	-1%
Nc1nc(NCc2c(F)cccc2Cl)nn1-c1ccccc1	?	i	0.3%	-5.1%	i	i	i	2%	-12%	0%	1%
Cc1sc2ncnc(Sc3nnnn3-c3ccccc3)c2c1C	?	i	-0.2%	-0.5%	2.5e-08M*	3.9e-08M*	i	?	-10%	-1%	-4%
Cc1ccc(C(c2nnnn2C(C)(C)C)N(Cc2ccco2)Cc2cccs2)cc1 (stereo unspecified)	i	?	0.7%	-2.4%	i	i	i	?	-1%	-1%	-1%
Nn1c(SCC(=O)Nc2ccccc2)nnc1-c1cccnc1	i	?	-0.1%	-0.4%	i	?	i	7%	-10%	0%	6%
C(=N\c1nccs1)/Nc1nccs1	?	i	-2.1%	0.7%	i	i	i	3%	-6%	-1%	0%
Cc1noc(/C=C/N(C)C)c1S(=O)(=O)N1CCCC(C(=O)NCc2ccccc2Cl)C1 (stereo unspecified)	i	i	-4.0%	5.5%	i	i	i	1%	54%[activator]	?	-16%
Cc1cc(/C=N/n2cnnc2)c(C)n1-c1cc(Cl)ccc1Cl	·	·	2.4%	0.6%	·	·	·	?	20%	-1%	-2%

Assay outcomes as filed in PubChem BioAssay.
